EPAC1 agonist = qHTS for Agonist of cAMP-regulated guanine nucleotide exchange factor 3 (EPAC1): primary screen | 360,000 tested, 0.073% active | Rap guanine nucleotide exchange factor 3 (Homo sapiens), O95398 | Potency, µM (highest dose often 154 µM), inactives show top-dose activation, usual class: activators | EPAC1 agonist qHTS, biochemical assay; response scale: 100% = response to 6.5 mM cAMP; note: potency is the fitted concentration of half-maximal effect; nearly all actives have a fitted effect of over 60% in size
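Multi-concentration qHTS readout: loss of Rap1B-bound BODIPY-GDP fluorescence driven by 100 nM EPAC1 with excess GDP (50 uM), monitored kinetically at room temperature; agonist response expressed relative to 6.5 mM cAMP.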
IL2 activator = qHTS of IL-2 Activators. IL-2 activation reporter assay, cell-based qHTS; stimulated with anti-CD3/CD4/CD28 beads; in transgenic mouse T cells. activation, % (series mostly up to about 46 µM). 360,000 tested, 0.065% active. AID 652025, 2013; in the data active = activation above about 50%; inconclusive = mostly about 30% to 49%; note: 0% is about no effect
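Using fluorescent plate cytometry, EGFP and DsRed are detected in transgenic mouse T cells stimulated 18 h at 37 degrees C with antibody-coated beads after 60 min compound pretreatment.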
GLP1R ag = qHTS of GLP-1 Receptor Agonists; Glucagon-like peptide 1 receptor (Homo sapiens), P43220; Potency, µM (titrated, usually from 45.6 µM), inactives show at the highest dose activation, hits mostly activators; HEK293 GLP-1R CRE-luciferase, luminescence, 4-6 h; cells express a hypersensitive GLP-1R form; 380,000 tested, 0.007% active; AID 624172, 2012; note: potency is the fitted concentration of half-maximal effect; % of control where 0% means no effect
GLP-1R inv ag = qHTS of GLP-1 Receptor Inverse Agonists (Inhibition Mode). Glucagon-like peptide 1 receptor (Homo sapiens), P43220. HEK293 GLP-1R CRE-luciferase, luminescence, 24 h; GLP-1R form is constitutively active. Potency, µM (highest dose often 38.3 µM), for the others: at the highest dose activity change, negative = inhibition, actives largely listed as inhibitors. 410,000 tested, 1.6% active. AID 624417, 2012; note: potency is the fitted concentration of half-maximal effect; % is set by controls: 0 for no effect and ±100 for the full control effect; nearly all actives have a fitted effect of over 55% in size
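Stable HEK293 clone (constitutively active GLP-1R + cAMP-response luciferase); 200 cells/uL plated, 12 h pre-culture, compound 24 hr, 37 deg C/5% CO2; detection reagent 12 min RT; luminescence.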
PTHR1 agonist = qHTS for PTHR1 Agonists: Primary Screen; Potency, µM (series often up to 115 µM), without a hit: top-dose activation, most hits filed as activators; Parathyroid hormone/parathyroid hormone-related peptide receptor (Homo sapiens), Q03431; 410,000 tested, 0.075% active; HEK293 GP2 PTHR1 cells, GloSensor cAMP luminescence, 1 h; note: potency is the fitted concentration of half-maximal effect; nearly all actives have a fitted effect of over 55% in size; some results filed as inactive show a strong effect at the top dose; inactives centre near -15; many of its hits are not listed in these tables
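HEK-293-derived GP2 cells expressing PTHR1 and a GloSensor cAMP reporter, 3,000/well, plated overnight, given luciferin plus IBMX (each 0.5 mM as added) for 1 h at 37 °C, then compound for 1 h at 37 °C. Luminescence was read after 15 min at room temperature.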
EPAC1 antagonist = qHTS for Antagonist of cAMP-regulated guanine nucleotide exchange factor 3 (EPAC1): primary screen; EPAC1 GEF assay, Rap1b-BODIPY-GDP exchange fluorescence; 360,000 tested, 0.14% active; Potency, µM (series often up to 115 µM), for inactives: at the top dose activity change, negative = inhibition, most hits filed as inhibitors; AID 720709, 2013; Rap guanine nucleotide exchange factor 3 (Homo sapiens), O95398;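 note: potency is the fitted concentration of half-maximal effect; plate controls were vehicle for no effect and positive control for full effect; nearly all actives have a fitted effect of over 50% in size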
GLP1R cytotox = qHTS of GLP-1 Receptor Inverse Agonists: Cytotox Screen; HEK293 cAMP-luciferase reporter cells, luminescence, 24 h; Potency, µM (doses to about 38.3 µM), for the others: at the top dose activity change, negative = inhibition, most hits filed as inhibitors; 410,000 tested, 0.13% active; AID 624418, 2012;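 note: loss of luciferase light is scored as toxicity; potency is the fitted concentration of half-maximal effect; % is set by controls: 0 for no effect and ±100 for the full control effect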
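Seeding density was 200 cells/uL; after overnight-length (12 h) culture, 23 nL compounds went on for 24 h at 37 °C. Readout used a luciferase detection reagent, luminescence taken after 12 min at room temperature.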
PLK1 PBD inh = qHTS for Inhibitors of PLK1-PDB (polo-like kinase 1 - polo-box domain): Primary Screen. Plk1 PBD binding of FITC phosphopeptide, fluorescence polarization. Potency, µM, without a hit: max response, negative = inhibition, usual class: inhibitors. 360,000 tested, 2.8% active. AID 720504, 2013; note: potency is the fitted concentration of half-maximal effect; series mostly up to about 57 µM; % is set by controls: 0 for no effect and ±100 for the full control effect; nearly all actives have a fitted effect of over 65% in size
Target sequence (P53350 whole entry, looked up, the tested form may be a part): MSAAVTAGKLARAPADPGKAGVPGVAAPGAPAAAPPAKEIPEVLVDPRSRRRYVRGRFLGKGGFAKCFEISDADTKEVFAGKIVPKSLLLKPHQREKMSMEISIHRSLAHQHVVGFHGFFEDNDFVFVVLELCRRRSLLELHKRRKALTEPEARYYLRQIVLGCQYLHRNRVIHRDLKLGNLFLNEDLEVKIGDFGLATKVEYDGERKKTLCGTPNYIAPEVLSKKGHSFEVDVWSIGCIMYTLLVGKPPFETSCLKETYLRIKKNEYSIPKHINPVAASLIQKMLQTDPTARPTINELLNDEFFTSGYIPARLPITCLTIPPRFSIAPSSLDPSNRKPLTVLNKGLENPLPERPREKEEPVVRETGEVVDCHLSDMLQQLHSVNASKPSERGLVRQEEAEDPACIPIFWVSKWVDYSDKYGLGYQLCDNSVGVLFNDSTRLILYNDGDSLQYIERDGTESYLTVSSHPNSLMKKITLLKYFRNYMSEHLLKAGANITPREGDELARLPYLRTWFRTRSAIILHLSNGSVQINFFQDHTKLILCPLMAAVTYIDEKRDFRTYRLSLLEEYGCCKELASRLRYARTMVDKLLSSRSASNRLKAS
PI5P4Ka inh = qHTS for Inhibitors of phosphatidylinositol 5-phosphate 4-kinase (PI5P4K). Phosphatidylinositol 5-phosphate 4-kinase type-2 alpha (Homo sapiens), P48426. PI5P4Kalpha enzyme, ADP-Glo luminescence, 60 min; active compounds read low. max response, %. 330,000 tested, 1.2% active. AID 652105, 2013; active = max response of -50% or lower; inconclusive = between -30% and -50%; inactive = -30% or higher; note: value at the top dose of about 77 µM; % is set by controls: 0 for no effect and ±100 for the full control effect
Target sequence (P48426 whole entry, looked up): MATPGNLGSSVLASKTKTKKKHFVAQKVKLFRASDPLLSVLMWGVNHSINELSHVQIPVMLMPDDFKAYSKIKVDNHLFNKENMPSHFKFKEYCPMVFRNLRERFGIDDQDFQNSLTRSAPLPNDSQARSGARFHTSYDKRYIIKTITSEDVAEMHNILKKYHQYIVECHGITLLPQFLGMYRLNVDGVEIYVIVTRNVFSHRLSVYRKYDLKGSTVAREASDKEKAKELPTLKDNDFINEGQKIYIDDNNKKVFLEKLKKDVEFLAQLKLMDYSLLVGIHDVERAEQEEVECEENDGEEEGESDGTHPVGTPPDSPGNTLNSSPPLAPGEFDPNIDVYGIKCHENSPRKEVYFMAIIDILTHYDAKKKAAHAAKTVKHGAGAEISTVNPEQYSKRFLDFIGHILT
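Human PI5P4Kalpha with substrate in 0.038 M HEPES pH 7.4, 0.28 mM EGTA, 0.1% CHAPS, 5% DMSO; reaction started with 5 microM ATP (final), 60 min at room temperature. ADP formed read by ADP-Glo luminescence.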
Starred values were filed as active, the others as inactive; i = inactive; u = inconclusive; x = not tested or not shown; [ ] = another dose, or the depositor's remark. Unless noted, calls come from the whole dose curve; as a rule, active = well fitted curve in the direction sought with a large enough effect; inconclusive = small, poorly fitted or top-dose-only effect, or another doubt; inactive = no such curve, though single readings can be large; an effect the other way counts as inactive or inconclusive. This is a subset. The share of hits here may be higher or lower than overall.

item	smiles	EPAC1 agonist	IL2 activator	GLP1R ag	GLP-1R inv ag	PTHR1 agonist
1	COc1ccc(C(=O)Nc2ccccc2)cc1NC(=O)c1ccc([N+](=O)[O-])cc1	5%	0.8	13%	u	-16%
2	O=C(Nc1nnc(C(F)(F)F)s1)c1c(F)cccc1F	5%	0.0	-8%	-13%	-21%
3	O=C(Nc1cccc2ccccc12)N1CCN(Cc2ccccc2)CC1	-2%	-0.3	-3%	-29%	i
4	O=C1NC(=O)C2C1C(c1ccc([N+](=O)[O-])cc1)=NN2Cc1ccccc1 (stereo not drawn)	13%	-0.4	19%	-2%	-10%
5	COc1ccc2[nH]cc(CCNC(=O)c3ccccc3Cl)c2c1	9%	0.6	15%	2%	i
6	Cn1cccc1Cc1nnc(SCC(=O)NCc2ccccc2)n1-c1ccc(F)cc1	-2%	1.2	7%	-22%	-8%
7	COc1cccc(CC2(CO)CCCN(Cc3cc4ccccc4[nH]3)C2)c1 (stereo not drawn)	8%	0.9	16%	u	-3%
8	CCc1cc(CC)c(/C=N/NC(N)=O)c(CC)c1	5%	0.4	-5%	u	-2%
9	O=C(NCC1CCCO1)c1csc(Nc2cccc3ccccc23)n1 (stereo not drawn)	-2%	-0.3	-2%	-20%	-35%[inhibitor]
10	CCCCc1c(C)nc2c(OC)cccc2c1SCC(=O)O	-3%	-0.1	2%	11%	i
11	CCOC(=O)CCNC(=O)CCc1nnc(CCCc2ccccc2)o1	-14%	-2.4	-1%	10%	i
12	CCCCc1cc(=O)oc2c(CN3CCCC3)c(O)ccc12	2%	-0.2	-13%	0%	i

item	EPAC1 antagonist	GLP1R cytotox	PLK1 PBD inh	PI5P4Ka inh
1	6%	-17%	11%	-2
2	-10%	2%	4%	-24
3	6%	-8%	0%	2
4	u	-12%	-4%	10
5	-7%	-5%	-5%	-1
6	-4%	-20%	-10%	-1
7	-27%	u	-8%	2
8	-27%	-9%	-12%	9
9	-15%	-4%	-3%	-4
10	3%	-1%	-6%	-1
11	18%	-5%	-17%	1
12	2%	77%[activator]	0%	-1

Further entries follow:
item	smiles	EPAC1 agonist	IL2 activator	GLP1R ag	GLP-1R inv ag	PTHR1 agonist
13	Cc1ccc(C)c(C(=O)CSc2n[nH]c(C)n2)c1	0%	2.1	-8%	5%	i
14	COc1ccccc1C(=O)Nc1ccc2c(c1)n(C)c(=O)n2C	14%	0.4	23%	60%[activator]	i
15	Cc1cccc(C)c1NC(=S)Nc1ccccc1C(=O)NCc1ccco1	6%	1.4	0%	0%	i
16	O=C(Nc1nncs1)c1cc(S(=O)(=O)N2CCCCC2)ccc1Cl	-3%	-1.8	1%	-10%	-17%
17	CCCn1c(N)c(N(CCOC)C(=O)COC(=O)c2ccccc2NCCO)c(=O)[nH]c1=O	4%	-3.8	2%	-14%	-14%
18	Cc1cc2nnc(SCC(=O)N3CCOCC3)n2c2ccccc12	1%	7.1	0%	15%	12%
19	S=c1nc(-c2cccc(Cl)c2)[nH][nH]1	2%	0.9	0%	3%	-5%
20	CCN(c1ccccc1)S(=O)(=O)c1cccc(C(=O)N2CCN(S(=O)(=O)c3ccccc3)CC2)c1	4%	0.0	-4%	-7%	-19%
21	O=C(O[C@@H]1OC2COC(=O)c3cc(O)c(O)c(O)c3-c3c(cc(O)c(O)c3O)C(=O)O[C@@H]([C@H]1O)[C@@H]2O)c1cc(O)c(O)c(O)c1	3%	0.1	2%	-6%	-35%[inhibitor]
22	CC(=O)NCCC(=O)Nc1cc(S(=O)(=O)N2CCCCC2)ccc1N1CCCCC1	-7%	2.5	-1%	15%	-16%
23	CCOCCCN(C(=O)c1snc(C(N)=O)c1N)C(C(=O)NC1CCCC1)c1ccc(O)cc1 (stereo not drawn)	9%	0.8	9%	13%	i
24	COc1cccc(CN(C)C(=O)c2cccc(S(=O)(=O)N3CCN(c4ccccc4)CC3)c2)c1OC	7%	0.4	-3%	u	-43%

item	EPAC1 antagonist	GLP1R cytotox	PLK1 PBD inh	PI5P4Ka inh
13	12%	-3%	u	x
14	5%	4%	-3%	0
15	-13%	-7%	4%	2
16	-2%	-12%	-8%	-10
17	8%	13%	-7%	0
18	-8%	5%	-3%	1
19	13%	-19%	-26%	-8
20	-5%	1%	-2%	6
21	89µM*	-19%	9.5µM*	-102*
22	1%	1%	-3%	2
23	-10%	-3%	-14%	-4
24	-14%	-2%	-11%	0

Following part
item	smiles	EPAC1 agonist	IL2 activator	GLP1R ag	GLP-1R inv ag	PTHR1 agonist
25	O=C(Nc1cccc(S(=O)(=O)N2CCCC2)c1)[C@H]1C[C@H](O)[C@@H](CO)O1	3%	-0.3	-5%	4%	-14%
26	COc1ccc(OCC(=O)Nc2nc3ccc(NC(C)=O)cc3s2)cc1	-7%	0.2	0%	-16%	-17%
27	C/C(=C\C(=O)c1ccccc1)Nc1ccc(Cl)c(Br)c1	2%	0.5	5%	-7%	-1%[57.5 µM]
28	O=C(Nc1cnn(Cc2ccc(Cl)cc2Cl)c1)c1cc(-c2cccs2)on1	6%	-2.1	-16%	0%	2%[57.5 µM]
29	CCC1(CC)C(C#N)C(=O)NC(=O)C1C#N (stereo not drawn)	-1%	-0.6	3%	7%	-7%
30	Cc1cc(C)cc(NC(=O)CSCc2cc(=O)n3ccsc3n2)c1	9%	-0.2	5%	-7%	i
31	CCN1C(=O)[C@H]2[C@@H](c3ccc(-c4ccc(C(C)=O)cc4)cc3)N[C@@](Cc3ccccc3)(C(=O)OC)[C@H]2C1=O	-12%	-4.3	-3%	u	-7%
32	CCOc1ccc(-c2cc3c(=O)n(Cc4nc(-c5ccc(OCC)c(OC)c5)oc4C)ccn3n2)cc1Cl	x	x	-1%	-17%	u
33	Cc1ccccc1CSCC(=O)Nc1ccccc1F	-4%	-2.1	23%	-17%	i
34	Cc1ccc(NC(=O)CN2CCN(C(=O)C3CCCO3)CC2)c(C)c1 (stereo not drawn)	-12%	0.7	-6%	-7%	i
35	NS(=O)(=O)c1ccc(CCNCC#Cc2ccccc2)cc1	2%	-0.6	-2%	7%	-5%
36	CN1CCC(N(C)C(=S)NCCc2ccccc2)CC1	3%	-1.5	0%	-17%	i

item	EPAC1 antagonist	GLP1R cytotox	PLK1 PBD inh	PI5P4Ka inh
25	0%	2%	-11%	0
26	-19%	-18%	-7%	-3
27	15%	-6%	27µM*	10
28	10%	-24%	-1%	x
29	6%	-13%	2%	-18
30	8%	-5%	-10%	0
31	-13%	-56%	-4%	-2
32	x	-7%	x	x
33	-1%	-3%	-23%	6
34	-6%	0%	1%	-4
35	-10%	1%	-9%	18
36	-6%	6%	-16%	-2

More records.
item	smiles	EPAC1 agonist	IL2 activator	GLP1R ag	GLP-1R inv ag	PTHR1 agonist
37	COC(=O)c1sccc1NC(=S)Nc1cc(C)ccc1OC	5%	0.2	-1%	1%	i
38	CCCC(=O)Nc1ccc(C(=O)COC(=O)c2c(C)noc2C)cc1	-1%	-0.5	11%	-4%	2%
39	CCOC(=O)[C@]12CCCC=C1N(Cc1ccc3c(c1)OCO3)C(=O)[C@H](CC(=O)N1CCN(C(=O)C3CC3)CC1)C2	-13%	0.3	4%	14%	-10%
40	COCC(=O)OCC(=O)Nc1cc(C)c(C)cc1[N+](=O)[O-]	-2%	3.2	7%	22%	-15%
41	CC(O)CCc1nc2ccc(C(=O)O)cc2[nH]1 (stereo not drawn)	8%	0.6	0%	2%	-23%
42	CC(C)(C)OC(=O)N1CCCC(C(=O)Nc2ccc(C(=O)N3CCCC3)cc2)C1 (stereo not drawn)	2%	-1.4	-2%	5%	-21%
43	O=C(CC12CC3CC(CC(C3)C1)C2)Nc1c(F)cccc1F	5%	-1.3	13%	-22%	24%
44	COc1ccc(-c2noc(CN3CCN(c4cccc(Cl)c4)CC3)n2)cc1	x	x	0%	u	-28%
45	O=C(COc1ccc(Cl)cc1)Nc1ccc(CN2CCOCC2)cc1	-6%	0.1	2%	u	-67%[inhibitor]

item	EPAC1 antagonist	GLP1R cytotox	PLK1 PBD inh	PI5P4Ka inh
37	-24%	5%	-11%	0
38	-2%	5%	-23%	-2
39	-19%	0%	-4%	1
40	7%	3%	-3%	0
41	-19%	4%	-15%	1
42	1%	u	-9%	-1
43	-9%	2%	3%	-1
44	x	u	x	x
45	-12%	-6%	-2%	3

Entries listed so far with fluorine, in the order listed:
item	smiles	EPAC1 agonist	IL2 activator	GLP1R ag	GLP-1R inv ag	PTHR1 agonist
2	O=C(Nc1nnc(C(F)(F)F)s1)c1c(F)cccc1F	5%	0.0	-8%	-13%	-21%
6	Cn1cccc1Cc1nnc(SCC(=O)NCc2ccccc2)n1-c1ccc(F)cc1	-2%	1.2	7%	-22%	-8%
33	Cc1ccccc1CSCC(=O)Nc1ccccc1F	-4%	-2.1	23%	-17%	i
43	O=C(CC12CC3CC(CC(C3)C1)C2)Nc1c(F)cccc1F	5%	-1.3	13%	-22%	24%

item	EPAC1 antagonist	GLP1R cytotox	PLK1 PBD inh	PI5P4Ka inh
2	-10%	2%	4%	-24
6	-4%	-20%	-10%	-1
33	-1%	-3%	-23%	6
43	-9%	2%	3%	-1

High-throughput results: PubChem BioAssay, National Center for Advancing Translational Sciences (NCATS)
